High-throughput results deposited in PubChem BioAssay by several laboratories.
IMP-1 inh: IMP-1 metallo-beta-lactamase inhibitors, primary screen, biochemical, epi-absorbance readout, Pseudomonas aeruginosa enzyme. metallo-beta-lactamase IMP-1 (Pseudomonas aeruginosa). purified IMP-1, nitrocefin hydrolysis, epi-absorbance fluorescence. inhibition, % at 5.6 µM. actives 0.45% (n = 290,000). AID 1556, 2009;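 active = inhibition above the mean plus 3 SD of all compounds in the same screening run, cut at about 4.5% in these data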;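 note: 0% = IMP-1 with DMSO and 100% = DMSO wells lacking enzyme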
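system = purified recombinant IMP-1 beta-lactamase | amount = 0.2 nM IMP-1, as dispensed | medium = HEPES buffer pH 7.1 with ZnSO4 and Brij 35 | times = 25 °C, 15 min preincubation, 25 min reaction | detection = plate fluorescence quenching by hydrolysis product, ex 480/em 530 nm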
VIM-2 inh: VIM-2 metallo-beta-lactamase inhibitors, primary screen, biochemical, epi-absorbance readout, Pseudomonas aeruginosa enzyme; purified VIM-2, nitrocefin hydrolysis, epi-absorbance fluorescence; inhibition, % at 5.6 µM; actives 0.89% (n = 290,000);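 active = inhibition above the mean of all tested compounds plus 3 SD, cutoff set per screening run, cut at about 7.5% in these data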;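 note: red hydrolysis product quenches plate fluorescence so inhibitors raise well fluorescence; 0% = enzyme with DMSO and 100% = DMSO without enzyme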
DNA FID counter: compounds displacing fluorescent DNA intercalator, primary screen, artefact control for HCV NS3 helicase inhibitor project, biochemical, FID fluorescence; DNA fluorescent intercalator displacement; inhibition, % at 7.9 µM; actives 0.17% (n = 290,000); in the data active = inhibition above about 37%;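 note: 0% = vehicle and 100% = reference compound; higher means more ethidium bromide displaced from hairpin DNA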
IDE inh: human IDE inhibitors in live cells, primary screen, fluorescence polarization, HEK cells, FAbetaB substrate; FAbetaB cleavage; inhibition, % at 5.59 µM; actives 0.41% (n = 320,000);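 active = percent inhibition above the average of all tested compounds plus 3 SD, set per screening campaign, cut at about 16% in these data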;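 note: IDE supplied by intact live HEK cells; FP after avidin binding of uncleaved biotin substrate so inhibition keeps polarization high; 0% = DMSO wells and 100% = 60 µM reference IDE inhibitor Ii1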
UBC9 SUMO inh: inhibitors of in vitro SUMOylation cascade, primary screen, biochemical, HTRF, uHTS. SUMO-conjugating enzyme UBC9 (Homo sapiens), P63279. HTRF SUMOylation assay, SAE1/SAE2 + UBC9. inhibition, % at 35 µM. actives 0.36% (n = 290,000); in the data active = inhibition above about 50%, passing the limit was not always enough; note: strong numbers were not always called active
M18AAP inhibitor: PfM18AAP inhibitors, malaria aminopeptidase, primary screen, biochemical, QFRET, recombinant enzyme. M18 aspartyl aminopeptidase (Plasmodium falciparum 3D7). H-Glu-NHMec fluorogenic cleavage. inhibition, % at 7.35 µM. actives 1.2% (n = 290,000);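 active = inhibition above the campaign mean inhibition over all tested compounds plus 3 SD, cut at about 28% in these data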;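 note: 0% = plate median of test compound wells and 100% = 2 mM ZnCl2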
IDE cell activ: human IDE activators in live cells, primary screen, fluorescence polarization, HEK cells, FAbeta-B substrate | AID 493087, 2011 | Insulin-degrading enzyme (Homo sapiens), P14735 | activation, % at 5.96 µM | FAbeta-B cleavage; 0% vehicle, 100% cell-free pure enzyme wells | actives 0.073% (n = 340,000);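 active = activation above the mean of all tested compounds plus 3 SD, set per screening campaign, cut at about 17% in these data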
p-CIP stab down: p/CIP-EGFP fusion destabilizers, primary screen, fluorescence, F442A cells; actives 0.01% (n = 290,000); 16 h; AID 1984, 2009; decrease of EGFP signal, % at 10 µM;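 active = EGFP signal decrease of at least 30% at 10 µM or well 3 SD below plate mean, unless failing retest; inactive = the rest, including hits failing retest or dose response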; note: some compounds called inactive have numbers as strong as hits; many of its hits are not listed in these tables
Target sequence (Q05BA5 1-1403): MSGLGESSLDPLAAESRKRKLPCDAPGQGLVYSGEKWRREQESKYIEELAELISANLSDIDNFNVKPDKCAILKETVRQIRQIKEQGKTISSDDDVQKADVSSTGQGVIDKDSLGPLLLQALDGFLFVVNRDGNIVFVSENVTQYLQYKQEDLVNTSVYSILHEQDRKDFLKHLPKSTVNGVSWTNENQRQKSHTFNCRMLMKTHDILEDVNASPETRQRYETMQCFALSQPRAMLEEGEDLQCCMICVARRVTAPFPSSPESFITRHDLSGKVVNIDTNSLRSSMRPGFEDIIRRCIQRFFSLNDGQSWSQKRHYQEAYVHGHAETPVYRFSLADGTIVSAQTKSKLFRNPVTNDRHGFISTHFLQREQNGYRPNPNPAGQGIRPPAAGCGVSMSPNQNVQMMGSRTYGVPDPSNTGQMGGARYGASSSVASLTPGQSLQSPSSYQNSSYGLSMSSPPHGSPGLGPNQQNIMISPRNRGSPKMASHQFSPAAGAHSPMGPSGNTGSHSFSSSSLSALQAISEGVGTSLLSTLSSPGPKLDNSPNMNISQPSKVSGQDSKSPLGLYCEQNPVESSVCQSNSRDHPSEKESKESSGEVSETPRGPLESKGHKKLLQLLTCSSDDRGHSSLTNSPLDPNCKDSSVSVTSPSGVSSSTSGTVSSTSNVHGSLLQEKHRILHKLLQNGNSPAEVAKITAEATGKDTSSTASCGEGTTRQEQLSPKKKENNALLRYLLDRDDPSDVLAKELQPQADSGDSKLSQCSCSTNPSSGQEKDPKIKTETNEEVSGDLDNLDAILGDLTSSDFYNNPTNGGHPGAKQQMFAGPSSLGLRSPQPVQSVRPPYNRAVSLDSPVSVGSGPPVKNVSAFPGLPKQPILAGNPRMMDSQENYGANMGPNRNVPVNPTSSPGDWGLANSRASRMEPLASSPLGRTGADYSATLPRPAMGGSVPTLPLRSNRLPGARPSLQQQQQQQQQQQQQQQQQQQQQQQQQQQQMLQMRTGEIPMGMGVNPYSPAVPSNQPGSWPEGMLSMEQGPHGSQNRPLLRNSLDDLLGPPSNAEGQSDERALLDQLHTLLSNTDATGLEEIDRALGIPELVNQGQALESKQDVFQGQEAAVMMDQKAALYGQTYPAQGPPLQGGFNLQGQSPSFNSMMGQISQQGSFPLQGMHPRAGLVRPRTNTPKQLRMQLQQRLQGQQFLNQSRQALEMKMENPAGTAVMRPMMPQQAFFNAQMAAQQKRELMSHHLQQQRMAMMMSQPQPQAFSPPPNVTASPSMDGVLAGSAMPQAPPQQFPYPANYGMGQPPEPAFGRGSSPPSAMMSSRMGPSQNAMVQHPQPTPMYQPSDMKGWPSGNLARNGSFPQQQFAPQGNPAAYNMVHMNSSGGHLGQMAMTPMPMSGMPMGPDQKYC
NS3 helicase inh: inhibitors of HCV NS3 helicase, primary screen, biochemical, Cy5 molecular beacon fluorescence. Hepatitis C virus NS3 helicase. AID 1800, 2009. NS3 helicase DNA unwinding. actives 0.56% (n = 290,000). inhibition, % at 10.9 µM;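 active = inhibition above the mean of all tested compounds plus 3 SD, set per campaign, cut at about 35% in these data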;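 note: 0% = DMSO wells and 100% = thioflavine S control wells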
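test system = hepatitis C virus NS3 helicase domain fragment enzyme | reagent = annealed dual-labelled DNA beacon duplex, ATP-started | times = 1 h at 25 °C | detection = Cy5 fluorescence, 0 and 60 min reads | read-out basis = percent inhibition from t60/t0 fluorescence ratio | control set = DMSO and thioflavine S | replication = one well per compound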
* marks the source's active call; other numbers are inactive results; · = no result given; & = joins results of further samples.

Every second line gives: IMP-1 inh	VIM-2 inh	DNA FID counter	IDE inh	UBC9 SUMO inh	M18AAP inhibitor	IDE cell activ	p-CIP stab down	NS3 helicase inh
O=C(Nc1sccc1C(=O)NCc1ccco1)c1cccnc1
→ -3.9	-1.4	-11	1	10	10	1	-16	3
CCOC(=O)N1CCC(NC(=O)c2cccn3c(=O)c4cc(Br)ccc4nc23)CC1
→ -3.6	0.3	-10	0	-3	-2	3	40*	4
O=C1c2ccccc2-c2c1nc1c([n+]2[O-])CCCC1
→ -2.7	1.2	-6	-1	-13	5	1	6	21
Cc1c(C#N)c(NC(=O)c2cccc(Cl)c2)n(Cc2ccccc2)c1C
→ -0.9	-0.5	-1	-2	-1	-1	1	2	-4
CC(=O)NC(c1cccs1)c1cc([N+](=O)[O-])c2cccnc2c1O (stereo unspecified)
→ -5.3	-4.9	0	27*	-8	14	7	9	16
O=NN(CCc1ccncc1)c1ccc(OCc2ccccc2)cc1
→ -2.5	-2.4	-6	1	-10	6	0	-14	-22
CC(C)CCn1c(N2CCOCC2)nc2c1c(=O)n(CC(N)=O)c(=O)n2C
→ -1.3	-0.2	-4	7	3	-13	4	-7	-1
Cc1sc2ncnc(NCC(C)(C)N3CCOCC3)c2c1C
→ -5.2	-2.6	-13	-6	10	2	7	-5	-3
C=C1N(C)c2cc([N+](=O)[O-])c(N)cc2C1(C)C
→ -4.2	-3.7	10	-4	-19	3	1	-4	-7
Cc1cc(C)nc(Sc2nc(Cl)nc(N(c3ccccc3)c3ccccc3)n2)n1
→ -2.9	-1.7	-16	0	25	47*	-6	1	2
COC(=O)C1(C)NC(c2ccc(O)cc2)C2C(=O)N(c3ccccc3)C(=O)C21 (stereo unspecified)
→ -3.2	-0.6	-2	5	3	-2	4	-5	-22
O=[N+]([O-])c1ccc(S(=O)(=O)Nc2ccncc2)cc1
→ -4.2	-2.7	0	1	2	5	0	0	6
O=C(COc1ccccc1)Nc1nc(-c2ccncc2)cs1
→ -3.1	-4.3	-14	2	7	22	6	-4	1
COc1ccc(-n2nc3c(c2NC(=O)c2ccccc2S(=O)(=O)C(F)F)CS(=O)(=O)C3)cc1
→ -0.5	-1.7	-21	-2	-1	2	5	-16	-8
Cc1nc2ccc(Br)cn2c1C(=O)N/N=C\c1ccccc1[N+](=O)[O-]
→ -2.8	0.0	3	3	5	-14	·	-1	-12

Rewritten field by field: entries from further up.
COC(=O)C1(C)NC(c2ccc(O)cc2)C2C(=O)N(c3ccccc3)C(=O)C21 (stereo unspecified)
- IMP-1 inh = -3.2
- VIM-2 inh = -0.6
- DNA FID counter = -2
- IDE inh = 5
- UBC9 SUMO inh = 3
- M18AAP inhibitor = -2
- IDE cell activ = 4
- p-CIP stab down = -5
- NS3 helicase inh = -22

O=[N+]([O-])c1ccc(S(=O)(=O)Nc2ccncc2)cc1
- IMP-1 inh = -4.2
- VIM-2 inh = -2.7
- DNA FID counter = 0
- IDE inh = 1
- UBC9 SUMO inh = 2
- M18AAP inhibitor = 5
- IDE cell activ = 0
- p-CIP stab down = 0
- NS3 helicase inh = 6

(further entries)
Every second line gives: IMP-1 inh	VIM-2 inh	DNA FID counter	IDE inh	UBC9 SUMO inh	M18AAP inhibitor	IDE cell activ	p-CIP stab down	NS3 helicase inh
N=c1sccn1CC(=O)Nc1ccc(SC(F)F)cc1
→ -1.1	-0.4	10	1	11	-15	1	-8	-15
OC(CCc1cccc(Cl)c1)c1cccs1 (stereo unspecified)
→ -3.8	-1.2	-7	-3	-10	-5	0	-10	1
Cc1ccc(-n2nc3c(=O)n(CC(=O)NCCCc4ccccc4)nc(C)c3c2C)cc1
→ -1.0	1.3	-34	-5	8	-10	5	-11	-2
C=CCN(c1ccccc1C(=O)NCC(=O)O)S(=O)(=O)c1ccc(C)cc1
→ -3.7	-3.3	-17	0	3	0	2	0	-1
Cc1ccc(S(=O)(=O)N2CCOCC2)cc1NC(=O)COC(=O)CSc1ccc(Br)cc1C
→ -5.4	-5.1	-24	3	-3	1	2	-2	-2
COc1ccc(/C=N/N2C(=O)C3C4C=CC(CC4)C3C2=O)c(OC)c1 (stereo unspecified)
→ -2.7	-0.1	1	6	4	-6	-2	-8	-3
CCOC(=O)NN1C(=O)c2ccccc2NC1c1ccccn1 (stereo unspecified)
→ -2.0	-0.6	-2	-8	12	30*	3	-11	2
CC(C)Cn1c(N)c(C(=O)CSc2cc(Cl)ccc2Cl)c(=O)n(C)c1=O
→ -1.2	-3.1	2	5	24	-2	·	-8	5
O=C(N/N=C/c1ccsc1)C1CC1
→ -2.1	-3.4	-2	-2	6	5	0	5	-8
CCCCC(=O)Nc1ccc(C(=O)Nc2nnc(COC)s2)cc1
→ -0.7	-1.8	-8	3	14	2	5	-6	-2
O=C(NCc1cc(C(F)(F)F)ccc1F)C1CCC(=O)N(C2CC2)C1 (stereo unspecified)
→ -1.3	-0.4	-7	1	-6	4	5	6	4
COCCNC(=O)CN1CCC(n2c(C)nc3cc(C(F)(F)F)ccc32)CC1
→ -1.3	1.3	-11	7	-1	-7	-3	-20	-8
CCC1=NN2C(=N)/C(=C\c3ccc(OCCOc4ccccc4OC)cc3)C(=O)N=C2S1
→ -3.6	-3.0	-17	-4	15	-11	5	-12	19
CCN(CC(=O)Nc1c(F)cccc1F)C(=O)CCc1c[nH]c2ccccc12
→ -0.6	-0.4	-11	1	12	-1	7	-3	-3
Cc1nn(-c2ccc(Cl)cc2)c(Cl)c1/C=C(\C#N)C(N)=O
→ 3.5	0.2	1	1	-6	2	3	-9	-5
C=CCc1c(C)nc(SCC(=C)C)[nH]c1=O
→ -4.4	-0.1	-3	2	0	-8	0	3	3
O=C(O)/C=C/c1ccc(S(=O)(=O)Nc2ccc3[nH]c(=O)[nH]c3c2)cc1
→ -3.0	1.2	-5	-5	25	-3	7	-18	-3
COC(=O)c1cc2sccc2n1Cc1nc(-c2ccc(Cl)cc2)oc1C
→ -2.5	-0.9	-1	0	23	-1	-2	-10	3
NC(=O)[C@@H]1CCCNc2c(I)cc([N+](=O)[O-])cc2C(=O)N[C@@H](CCC(=O)O)C(=O)N[C@@H](CO)C(=O)N1
→ -4.0	0.4	-15	2	-1	-1	-1	0	3
CC(C)CC1CC(=O)OC1(C)C(=O)CSc1nc2ccccc2s1 (stereo unspecified)
→ -1.1	-1.1	-11	-4	-9	2	5	7	-7
CC1CC(C)CN(CCCNC(=O)C2CCC(=O)N2C2CCCC2)C1 (stereo unspecified)
→ -0.5	-0.1	5	0	19	-5	1	-4	-1
O=C(c1c(F)cccc1F)N1CCN(CCOc2ccccc2)CC1
→ -0.5	-1.4	-15	-2	-2	-1	6	-4	-4
Cc1ccccc1C(=O)Nc1cccc(NC(=O)c2ncn[nH]2)c1
→ -3.9	-3.7	4	7	21	3	-3	-6	2
Cc1c(NC(=O)C(C)OC(=O)CNC(=O)c2ccc(C(C)(C)C)cc2)c(=O)n(-c2ccccc2)n1C (stereo unspecified)
→ -3.4	-2.8	-27	-2	5	0	5	-2	0
COc1cccc(C2NC(=O)NC(C)=C2C(=O)OCCSC)c1OC (stereo unspecified)
→ -3.2	-0.3	-14	1	·	5	-2	·	-11
Cn1cccc1/C=C1\Cc2ccccc2C1=O
→ -0.4	0.8	-11	6	-7	5	-5	-7	15
O=C(CSc1ccc(F)cc1)N1CCOCC1
→ -1.4	-2.3	-4	-2	23	-18	4	-15	14
CCn1cc(C(=O)N2CCc3ccccc32)c(=O)c2cc(S(=O)(=O)N(C)C3CCCCC3)ccc21
→ -2.9	-2.7	-7	0	0	3	-4	-4	1
Cc1nc2c(sc(=S)n2Cc2ccco2)c(=O)n1CC(=O)Nc1ccccc1Cl
→ 2.5	-1.8	-19	-5	22	-5	-3	-22	31
CSCCC(NC(=O)c1ccco1)C(=O)OC(C)C(=O)NC(=O)NC1CCCCC1 (stereo unspecified)
→ -3.5	-4.0	-37	5	-13	-12	4	-3	6
O=C(NCn1ccc(=O)[nH]c1=S)c1ccccc1
→ -2.2	-0.8	-1	0	15	17	3	-9	5
Cc1ccc(-c2ccc(/C=N\n3cnnc3)o2)c(Br)c1
→ -3.2	13*	-22	13	7	8	-11	-3	1
Cc1nc(-c2ccccc2)nc2[nH]c(=O)n(-c3ccccc3)c(=O)c12
→ -3.0	-1.8	-8	-6	3	6	-3	1	4
O=C(Cc1ccccc1)Nc1ccc(N2CCCCC2)cc1
→ -2.5	-2.4	-14	1	1	0	4	-1	0
O=C(c1cc([N+](=O)[O-])ccc1Cl)N1c2ccccc2Sc2ccccc21
→ -3.3	0.9	5	-5	16	10	6	-10	0
Cc1cc(NC(=O)CCCN2C(=O)/C(=C/c3cccs3)SC2=S)no1
→ 1.4	0.3	-1	3	-2	4	-6	8	6
O=C(COC(=O)Cn1nnc2ccccc21)Nc1ccccc1Br
→ 3.0	0.2	6	-3	-9	-2	2	6	0
O=C(NC1CCCC1)C1CC(c2ccc(F)cc2)=NO1 (stereo unspecified)
→ -3.5	-2.8	-3	-2	18	2	0	-2	-6
Nc1ccn([C@H]2C[C@H](O)[C@@H](CO)O2)c(=O)n1
→ -4.1	-4.0	4	8&-3	4	-2	1&0	-9	-4
O=C1C(C=Nc2ccccc2O)=C(O)c2ccccc21
→ -1.9	-1.9	11	3	15	15	3	1	5
COc1ccc(C(CC(=O)N2CCCC2)c2c(OC)cc(OC)c3c(-c4ccccc4)cc(=O)oc23)cc1 (stereo unspecified)
→ ·	·	·	3	12	·	2	-8	·

Hits appear at their usual frequency; 3.6% or so of the library scored in one or more.
